# OX1R antag-1 – human HCRTR1 antagonism; AID 434989; 330,000 compounds, 0.43% hits; CHO/OX1R cells, Fluo-8 calcium fluorescence, orexin A; inhibition, % at 5 µM;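 active = inhibition above its plate's threshold, mean inhibition of all tested compounds on the plate plus 3 SD, cut at about 37% in these data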;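 also: 0% = orexin A challenge wells and 100% = SB-334867-A antagonist wells; not every result past the cut was called active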
# Target sequence (O43613 whole entry, looked up): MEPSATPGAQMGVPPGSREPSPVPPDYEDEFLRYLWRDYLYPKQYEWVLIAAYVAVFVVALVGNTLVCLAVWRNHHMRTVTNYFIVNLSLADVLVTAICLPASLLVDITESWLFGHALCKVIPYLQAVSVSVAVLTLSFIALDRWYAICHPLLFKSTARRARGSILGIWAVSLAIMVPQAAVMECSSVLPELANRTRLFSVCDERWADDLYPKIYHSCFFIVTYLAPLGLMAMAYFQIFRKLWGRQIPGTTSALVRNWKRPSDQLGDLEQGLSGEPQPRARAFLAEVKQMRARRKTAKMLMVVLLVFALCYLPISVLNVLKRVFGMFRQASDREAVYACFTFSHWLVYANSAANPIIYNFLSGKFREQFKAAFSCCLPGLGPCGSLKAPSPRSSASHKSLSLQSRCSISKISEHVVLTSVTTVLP
# OX1R antag-2 – antagonists of human orexin 1 receptor (OX1R); 330,000 compounds, 1.8% hits; OX1R-expressing cells, FRET antagonist read-out; AID 485270; inhibition, % at 6.6 µM; in the data active = inhibition mostly above about 38%, no sharp cut-off; inactive = mostly below about 40%;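 also: 0% = agonist challenge alone and 100% = reference antagonist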
# Active calls of the source: *.
molecule	OX1R antag-1	OX1R antag-2
CC12CCC(C(=O)N3CCCc4ccccc43)(CC1=O)C2(C)C (centres undefined)	-23	6
O=C1/C(=C/c2ccco2)CCC1C1CCCC1 (centres undefined)	4	10
CC1CC(C)CN(CCOc2ccc(Cl)cc2Cl)C1 (centres undefined)	-26	26
Cc1ccccc1C(=O)NC(=S)N(C)CCc1ccccn1	-15	13
C=CCSc1cc(C)nc2c(-c3ccccc3)cnn12	-26	14
COc1cc2c(cc1NC(C)=O)CCCC2	-7	9
CCOC(=O)N1CCN(C(=O)c2ccc3c(Cl)c4c(nc3c2)CCCC4)CC1	-41	13
CSc1nc(N)nc2c1ncn2CC(=O)NCc1ccc2c(c1)OCO2	-5	0
CN(C)c1ccc(/C=C/C(=O)c2ccccc2)cc1[N+](=O)[O-]	-32	23
O=C(O)c1ccc(-n2nnnc2Oc2ccccc2C(=O)N2CCOCC2)cc1	6	6
Cc1ccc(C2c3c(-c4ccccc4O)n[nH]c3C(=O)N2Cc2ccncc2)cc1 (centres undefined)	-36	19
COc1cc(/C=N/NC(=O)c2sc3ccccc3c2Cl)ccc1OC(=O)c1ccc([N+](=O)[O-])cc1	-14	23

# Next records follow:
molecule	OX1R antag-1	OX1R antag-2
Clc1ccc(-c2nsc(N3CCOCC3)n2)c(Cl)c1	-13	18
O=C(Nc1cnccn1)c1cccnc1	-1	7
OCCN1CCN(C(=S)c2ccc(Cl)cc2)CC1	-18	25
Cn1cc(/C=C/c2cc[n+](C)cc2)c2cc(F)ccc21	-8	44*
O=C(CSc1nnc(Cc2ccccc2)o1)c1ccccc1	-25	28
Cc1cc2oc(C(=O)Nc3ccc(S(=O)(=O)Nc4ncccn4)cc3)cc(=O)c2cc1Cl	-17	6
CC1(c2ccc(OC(F)F)cc2)NC(=O)N(CC(=O)Nc2ccc3c(c2)OCO3)C1=O (centres undefined)	38	-2
CCCN(Cc1cc2ccc(C)cc2[nH]c1=O)S(=O)(=O)c1ccccc1	-35	37
COc1cc2c(cc1NC(=O)C(C)N1CCN(S(=O)(=O)c3ccccc3[N+](=O)[O-])CC1)oc1ccccc12 (centres undefined)	-21	15
CC(=O)c1cccc(S(=O)(=O)Nc2ccc(N3CCOCC3)cc2)c1	1	8
O=C(NCc1cccc(Br)c1)C1CC(c2ccc(C(F)(F)F)cc2)=NO1 (centres undefined)	-14	24
O=C(CSc1nc2ccccc2s1)NCCCN1CCOCC1	-2	11

# Following part
molecule	OX1R antag-1	OX1R antag-2
CCSc1nnc(N2C(=O)C(O)=C(C(=O)c3ccco3)C2c2cccc(OC)c2)s1 (centres undefined)	33	13
Cc1ccccc1COc1cccc(/C=N/NC(=O)c2nnn(-c3nonc3N)c2C)c1	1	-3
Cc1cc(C(=O)CN2C(=O)c3cccc(N)c3C2=O)c(C)n1Cc1cccs1	-12	57
CC(C)(C)c1ccc(/C=C/C(=O)c2ccc(NC3=NCCCS3)cc2)cc1	-26	13
COc1cccc(C(=O)NCCC2=CCCCC2)c1OC	-28	5
CCc1ccccc1NC(=O)CNC(=O)c1ccccc1OCc1c(C)noc1C	-21	26
CCN(CC)CCN(C)C1CCC(c2ccccc2)CC1 (centres undefined)	-1	9
CCC(C)NC(=O)c1cc2c(=O)n(CC)c3ccccc3c2s1 (centres undefined)	-4	7
O=C(Nc1ccncc1)C1COc2ccccc2O1 (centres undefined)	-4	12
Cc1ccc(C(=O)NCc2ccccn2)cc1S(=O)(=O)N1CCCCC1	-34	27
CCc1ccc(NC(=O)C2CCCN(S(=O)(=O)c3c(C)[nH]c(=O)[nH]c3=O)C2)cc1 (centres undefined)	4	20
COc1ccc(C)cc1NC(=O)COC(=O)C1COc2ccccc2O1 (centres undefined)	-13	1

# Part of the list above, with the structure last.
OX1R antag-1,OX1R antag-2,SMILES
-26,14,C=CCSc1cc(C)nc2c(-c3ccccc3)cnn12
-7,9,COc1cc2c(cc1NC(C)=O)CCCC2

# Carrying on:
molecule	OX1R antag-1	OX1R antag-2
Cc1nc2cc(NS(=O)(=O)c3ccc(Br)cc3)ccc2n1C	-19	19
O=C(CN1CCCC1)Nc1cc(C(F)(F)F)ccc1Cl	-8	-1
N=c1sccn1CC(=O)Nc1cc(Cl)ccc1[N+](=O)[O-]	-13	26
N#CCCn1nc(-c2ccccc2)c2ccccc2c1=O	-5	4
N#C/C(=C\Nc1ccc2c(c1)OCCO2)c1nc(-c2ccccc2)cs1	-7	9
COc1ccccc1C(=O)NNc1ncc(C)s1	-3	2
O=C(c1cc(-c2ccc(F)cc2)on1)N1CCCCCC1	-27	21
N#CC1(NC(=O)COC(=O)C2=COCCO2)CCCCC1	1	6
Cn1cc(S(=O)(=O)N2CCOCC2)cc1C(=O)NCc1ccc(Cl)cc1	-22	-4
O=c1[nH]c(CN2CCN(S(=O)(=O)c3ccccc3C(F)(F)F)CC2)nc2sc3c(c12)CCCC3	-29	9
C#Cc1ccc([C@H]2C=C(C(=O)N3CCN(Cc4ccccc4)CC3)O[C@@H](OCc3ccc(CO)cc3)C2)cc1	-12	6
Cc1ccc(-n2nc3c(c2NC(=O)c2cc4ccccc4o2)CS(=O)(=O)C3)cc1	-22	22

# Next part
molecule	OX1R antag-1	OX1R antag-2
CN1CCC(N(C)C(=O)COc2ccccc2Cl)CC1	-5	4
CN(C)CCCNS(=O)(=O)c1ccc(Cl)s1	-11	19
O=C(Cc1ccccc1)Nc1ccc(N2CCCC2)cc1	-8	6
CCS(=O)(=O)N1CCN(Cc2ccccc2OC)CC1	-20	14
CCCCn1c(N)c(N(CCC(C)C)C(=O)C2CC(=O)N(c3ccccc3OCC)C2)c(=O)[nH]c1=O (centres undefined)	-7	5
CC(C)S(=O)(=O)c1cnc(-c2cccnc2)nc1N	-8	6
CCN(CC)c1ccc(NC(=O)CN2CCN(c3ccc(F)cc3)CC2)cc1	-32	8
CCOc1ccc(NC(=O)c2cccc(OC(=S)N3CCC(C)CC3)c2)cc1	-36	22
O=C(O)c1cc(NC(=O)c2ccccc2[N+](=O)[O-])ccc1O	-3	28
CC(NC(=O)C(NC(=O)C(Cc1c[nH]c2ccccc12)NC(=O)OC(C)(C)C)C(C)C)C(N)=O (centres undefined)	-5	20
O=C(CCC1CCCN(C(=O)c2ccco2)C1)NCc1ccccc1F (centres undefined)	-22	19
CC1CC(=O)C2=C(C1)Nc1ccccc1N(C(=O)COc1ccccc1)C2c1ccco1 (centres undefined)	-21	17

# Carrying on.
molecule	OX1R antag-1	OX1R antag-2
Nc1ccc(CC2SC(=O)NC2=O)cc1 (centres undefined)	-9	13
CC(C)Sc1nnc(SCC(=O)NCCCN2CCCC2=O)s1	3	11
CCc1ccc2nc(N(CCN(C)C)C(=O)/C=C/c3cccs3)sc2c1	-3	37
NC(=O)c1ccccc1NC(=O)CCn1c(=S)oc2ccccc21	-22	10
Cc1ccc(/C=C/C(=O)NCc2ccco2)o1	-10	28
COC(=O)c1cc(NC(=O)Cn2c(=O)oc3ccccc32)cc(C(=O)OC)c1	-38	6
c1ccc(Nc2nc(CSc3ncn[nH]3)cs2)cc1	-2	12
CC(=O)OCCCN(C)CC/C=C1/c2ccccc2CSc2ccccc21	-28	6
O=C(COc1ccc(S(=O)(=O)N2CCOCC2)cc1Cl)NCCCn1ccnc1	-16	15
CCn1c(SCC(=O)Nc2cc(C)on2)nc2c1c(=O)n(C)c(=O)n2C	-12	8
CCOc1ccc(N(Cc2ccc(OC)c(OC)c2)C(=O)c2ccco2)cc1	-18	6
COC(=O)CCCC1=CC2=CC(=O)C(C)(OC(=O)c3cccs3)C(=O)C2=CN1Cc1ccco1 (centres undefined)	-10	30

# New compounds follow
molecule	OX1R antag-1	OX1R antag-2
Cc1c(C(=O)N2CCN(CCc3ccccn3)CC2)oc2ccc(F)cc12	-7	23
CN(CC(=O)NCCc1ccc(S(N)(=O)=O)cc1)S(=O)(=O)c1cccc2nsnc12	-19	59*
CC1=CC(=O)N(c2ccn(C)n2)C1=O	-14	20
COC(=O)C(NC(=O)c1ccccc1)=C(C)C	-4	17
CCOC(=O)c1ccc(NC(=O)CCc2nc(-c3ccccc3)no2)cc1	33	25
COc1cccc(NC(=O)Nc2c(C)n(C)n(-c3ccccc3)c2=O)c1	-30	27
O=C(CCCOc1ccccc1)NCCc1nc2ccccc2[nH]1	-14	10
O=C(COc1ccc(F)cc1Br)NCC1(N2CCCCC2)CCCCC1	-34	15
CCCCCOC(=O)C1=C(C)Nc2ncnn2C1c1cccs1 (centres undefined)	-17	27
CNC(=O)N1c2ccccc2C=Cc2ccccc21	5	8
O=C(CN(c1ccc2c(c1)OCCO2)S(=O)(=O)c1ccccc1)NCC1CCCO1 (centres undefined)	-19	22
CC(=O)Nc1nc2ccccc2n1Cc1ccc(Cl)cc1	-16	34

# More entries follow.
molecule	OX1R antag-1	OX1R antag-2
CCN(CC)CCNC(=O)c1cc2c(-c3ccc(Cl)cc3)nn(C)c2s1	-21	9
CCCCOC(=O)Nc1ccc(S(=O)(=O)Nc2onc(C)c2C)cc1	-21	18
Cc1cc(-c2nnc(SCC(=O)Nc3ccccc3C)n2N)n[nH]1	-16	9
CCOC(=O)c1cc([N+](=O)[O-])sc1N	-11	35
Cc1ccc(CN2C(=O)CCC2C(=O)N2CCN(c3ccc(F)cc3)CC2)cc1 (centres undefined)	-34	7
C[C@@H](NC(=O)OC(C)(C)C)C(=O)NCC1CCC(C(=O)N[C@@H](Cc2ccccc2)C(=O)O)CC1 (some centres undefined)	-2	-1
O=C(Nc1ccc(-n2cccn2)cc1)C1CCCCN1Cc1cccc2cccnc12 (centres undefined)	-27	7
O=C1C[C@@H]2CCN3C(=O)CCC[C@@H]([C@H]23)[C@H]1Cc1ccccc1	-4	1
Cc1ccc(N(CC(=O)N2CCc3ccccc3C2)S(C)(=O)=O)cc1	-9	13
C[C@H](NC(=O)c1ccco1)C(=O)Nc1ccc2c(c1)OCO2	-15	19
COc1ccc2c(c1)/C(=N/OC(=O)c1cccs1)CCC2	-48	16
COc1cc(C#N)ccc1OC(=O)Cc1cc(OC)c(OC)c(OC)c1	-11	14

# Compounds above that contain a halogen (25):
molecule	OX1R antag-1	OX1R antag-2
CC1CC(C)CN(CCOc2ccc(Cl)cc2Cl)C1 (centres undefined)	-26	26
CCOC(=O)N1CCN(C(=O)c2ccc3c(Cl)c4c(nc3c2)CCCC4)CC1	-41	13
COc1cc(/C=N/NC(=O)c2sc3ccccc3c2Cl)ccc1OC(=O)c1ccc([N+](=O)[O-])cc1	-14	23
Clc1ccc(-c2nsc(N3CCOCC3)n2)c(Cl)c1	-13	18
OCCN1CCN(C(=S)c2ccc(Cl)cc2)CC1	-18	25
Cn1cc(/C=C/c2cc[n+](C)cc2)c2cc(F)ccc21	-8	44*
Cc1cc2oc(C(=O)Nc3ccc(S(=O)(=O)Nc4ncccn4)cc3)cc(=O)c2cc1Cl	-17	6
CC1(c2ccc(OC(F)F)cc2)NC(=O)N(CC(=O)Nc2ccc3c(c2)OCO3)C1=O (centres undefined)	38	-2
O=C(NCc1cccc(Br)c1)C1CC(c2ccc(C(F)(F)F)cc2)=NO1 (centres undefined)	-14	24
Cc1nc2cc(NS(=O)(=O)c3ccc(Br)cc3)ccc2n1C	-19	19
O=C(CN1CCCC1)Nc1cc(C(F)(F)F)ccc1Cl	-8	-1
N=c1sccn1CC(=O)Nc1cc(Cl)ccc1[N+](=O)[O-]	-13	26
O=C(c1cc(-c2ccc(F)cc2)on1)N1CCCCCC1	-27	21
Cn1cc(S(=O)(=O)N2CCOCC2)cc1C(=O)NCc1ccc(Cl)cc1	-22	-4
O=c1[nH]c(CN2CCN(S(=O)(=O)c3ccccc3C(F)(F)F)CC2)nc2sc3c(c12)CCCC3	-29	9
CN1CCC(N(C)C(=O)COc2ccccc2Cl)CC1	-5	4
CN(C)CCCNS(=O)(=O)c1ccc(Cl)s1	-11	19
CCN(CC)c1ccc(NC(=O)CN2CCN(c3ccc(F)cc3)CC2)cc1	-32	8
O=C(CCC1CCCN(C(=O)c2ccco2)C1)NCc1ccccc1F (centres undefined)	-22	19
O=C(COc1ccc(S(=O)(=O)N2CCOCC2)cc1Cl)NCCCn1ccnc1	-16	15
Cc1c(C(=O)N2CCN(CCc3ccccn3)CC2)oc2ccc(F)cc12	-7	23
O=C(COc1ccc(F)cc1Br)NCC1(N2CCCCC2)CCCCC1	-34	15
CC(=O)Nc1nc2ccccc2n1Cc1ccc(Cl)cc1	-16	34
CCN(CC)CCNC(=O)c1cc2c(-c3ccc(Cl)cc3)nn(C)c2s1	-21	9
Cc1ccc(CN2C(=O)CCC2C(=O)N2CCN(c3ccc(F)cc3)CC2)cc1 (centres undefined)	-34	7

# Source: PubChem
